Compound activity: PubChem BioAssay, several laboratories
TNAP inh no acc: blocks human TNAP activity with no phosphate acceptor present | purified TNAP, CDP-star luminescence, 30 min | inhibition, % at 20 µM | hit rate 0.26% among 200,000;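 active means tissue-nonspecific alkaline phosphatase inhibition above about 50% at 20 µM in the single-dose screen, limit read from the data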;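 further: 0% = DMSO negative control and 100% = EDTA positive control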
Target sequence (P05186 whole entry, looked up): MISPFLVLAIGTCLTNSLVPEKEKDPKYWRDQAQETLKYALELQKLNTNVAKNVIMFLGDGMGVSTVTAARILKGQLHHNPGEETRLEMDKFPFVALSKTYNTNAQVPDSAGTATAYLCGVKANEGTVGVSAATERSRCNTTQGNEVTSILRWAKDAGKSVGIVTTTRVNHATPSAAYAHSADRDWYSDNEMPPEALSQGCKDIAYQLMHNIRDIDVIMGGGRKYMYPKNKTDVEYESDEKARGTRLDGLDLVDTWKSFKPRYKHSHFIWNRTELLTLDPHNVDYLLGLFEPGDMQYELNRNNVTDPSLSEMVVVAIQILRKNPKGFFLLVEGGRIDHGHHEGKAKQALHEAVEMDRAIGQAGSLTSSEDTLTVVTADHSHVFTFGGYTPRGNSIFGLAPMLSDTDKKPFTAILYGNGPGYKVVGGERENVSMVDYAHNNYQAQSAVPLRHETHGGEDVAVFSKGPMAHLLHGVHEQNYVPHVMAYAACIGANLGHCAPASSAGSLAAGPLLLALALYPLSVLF
HMGR II inh: blocks class II HMG-CoA reductase of Enterococcus faecalis | purified E. faecalis HMGR, NADPH absorbance 340 nm kinetic | inhibition, % at 10 µM | hit rate 0.41% among 190,000;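 active means inhibition above a set limit, the median over all tested compounds plus 3 SD, cut at about 9.5% in these data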;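 further: enzyme runs in reverse so mevalonate oxidation gives rising NADPH absorbance; 0% = complete reaction with DMSO and 100% = background rate lacking mevalonate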
PPARg SRC2 recr: promotes SRC-2 coactivator recruitment by human PPARgamma; P37231; PPARgamma LBD-SRC-2 recruitment, biochemical; activation, % at 8 µM; hit rate 0.34% among 200,000; AID 1032; in the data active means activation above about 22%;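 further: 0% = vehicle and 100% = reference agonist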
Target sequence (P37231 whole entry, looked up, the tested form may be a part): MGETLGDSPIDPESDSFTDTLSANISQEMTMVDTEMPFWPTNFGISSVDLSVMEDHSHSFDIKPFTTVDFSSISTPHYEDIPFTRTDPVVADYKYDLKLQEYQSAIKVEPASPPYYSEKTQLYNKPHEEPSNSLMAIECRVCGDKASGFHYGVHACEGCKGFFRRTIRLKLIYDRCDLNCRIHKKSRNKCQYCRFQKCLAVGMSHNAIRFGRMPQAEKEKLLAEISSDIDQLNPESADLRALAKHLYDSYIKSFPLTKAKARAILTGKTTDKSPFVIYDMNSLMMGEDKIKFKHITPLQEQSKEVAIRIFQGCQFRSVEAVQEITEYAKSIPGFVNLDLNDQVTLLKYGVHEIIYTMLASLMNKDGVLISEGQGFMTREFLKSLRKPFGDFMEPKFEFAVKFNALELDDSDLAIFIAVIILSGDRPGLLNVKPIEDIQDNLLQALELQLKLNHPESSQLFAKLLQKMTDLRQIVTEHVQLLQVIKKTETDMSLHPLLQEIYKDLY
bIAP act: intestinal alkaline phosphatase (bovine) activation; hit rate 0.17% among 200,000; activation factor at 20 µM; purified bovine IAP, CDP-star luminescence, 30 min; active compounds read high; fold of DMSO-control signal, blank-subtracted;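 active means activation factor of 2 or more at 20 µM, a signal rise over negative controls twice the positive control's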
TR-FRET SRC-2 ct: TR-FRET artefact, counter-screen to PPARgamma/SRC-2 agonist assay; active compounds read high; TR-FRET ratio at 8 µM; hit rate 0.4% among 200,000; in the data active means TR-FRET ratio above about 2000; further: inactives centre near 1500; reference of the scale not given here
PPARg SRC3 recr: promotes SRC-3 coactivator recruitment by human PPARgamma; P37231; biochemical PPARgamma/SRC-3 coactivator recruitment assay; activation, % at 8 µM; hit rate 0.26% among 200,000; AID 731; in the data active means activation above about 23%;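 further: 0% = DMSO and 100% = reference agonist; some compounds past the cut are filed as inactive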
bIAP inhibitor: blocks bovine intestinal alkaline phosphatase activity. purified bovine IAP, CDP-star luminescence, 30 min. 190,000 tested, under 10 active. inhibition, % at 20 µM;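 active means over 50% inhibition of intestinal alkaline phosphatase at 20 µM in the single-dose screen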
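System: purified bovine intestinal alkaline phosphatase (IAP) enzyme; Input: IAP diluted 1/65,000,000 in the well; Measured by: CDP-star luminescence signal; Compound dosing: 20 µM single dose; Incubation: 30 min reaction at room temperature.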
PPARg SRC-1 ag: agonists of human PPARgamma SRC-1 coactivator recruitment. PPARgamma-SRC-1 coactivator recruitment biochemical assay. AID 631. hit rate 0.41% among 200,000. P37231. activation, % at 8 µM; in the data active means activation above about 19%;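 further: 0% = DMSO and 100% = reference agonist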
TNAP act hi DEA: increases human TNAP activity under high phosphate acceptor concentration; P05186; purified TNAP, CDP-star luminescence, 1 M DEA, 30 min; active compounds read high; 0 = EDTA background, 1 = DMSO-only activity; activation factor at 20 µM; 200,000 tested, under 10 active; AID 1136;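 active means activation factor at least 2 at 20 µM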
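Test system – human TNAP · Doses – 20 µM single point · Incubation – 30 min, room temperature · Signal – luminescent substrate turnover signal · Read-out basis – activation factor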
TNAP inh hiacc: TNAP (human) inhibition, high acceptor | P05186 | purified TNAP, CDP-star luminescence, 1 M DEA | inhibition, % at 20 µM | hit rate 0.03% among 200,000 | AID 1135;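 active means over 50% inhibition of tissue-nonspecific alkaline phosphatase at 20 µM in the single-dose screen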;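 further: plate controls were DMSO wells for no effect and EDTA-quenched wells as full inhibition for full effect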
Active calls of the source: *.

SMILES	TNAP inh no acc	HMGR II inh	PPARg SRC2 recr	bIAP act	TR-FRET SRC-2 ct	PPARg SRC3 recr	bIAP inhibitor	PPARg SRC-1 ag	TNAP act hi DEA	TNAP inh hiacc
COc1cccc(C(CC(=O)NCC2CCCO2)NS(=O)(=O)c2ccc(C)cc2)c1OC (stereo not given)	-6	-2	9	1	1603	3	-4	-4	1	-2
Fc1ccccc1CNC(=S)Nc1ccc(Cl)cc1	-82	-1	0	1	1682	2	2	8	1	-2
COc1cc(OC)c(/C=N/NC(=O)c2ccc([N+](=O)[O-])cc2)cc1Br	-4	5	5	0.9	1598	-3	8	10	1	-2
Cc1cc(C)cc(C(=O)NCC(=O)OCC(=O)c2cc(C)n(CC(F)(F)F)c2C)c1	-4	3	10	1	1686	2	2	3	1	2
COC(=O)c1cc(OC)c(OC)cc1NC(=S)Nc1cc(Cl)ccc1OC	-10	1	10	0.9	1624	7	11	3	1	-2
Cc1ccccc1COC[C@H](CC(C)C)N1CCN(C(=O)c2cccc(C(F)(F)F)c2)CCC1=O	-1	-6	6	1	1575	5	4	6	1	0
Cc1ccc(-n2nc3c(c2NC(=O)c2ccc(OC(C)C)cc2)CS(=O)C3)cc1 (stereo not given)	-7	-3	-5	1.1	1557	-15	-10	3	1	1
COc1ccc(N2CCN(C(=O)C3=NNC(=O)CC3)CC2)cc1	-13	-3	6	1	1619	-1	2	2	1	-2
CCn1c(SCC(=O)c2ccc(O)c(O)c2)nnc1-c1ccccc1OC	38	3	10	0.8	1638	8	20	4	1	4
CCCC1(c2ccccc2)NC(=O)N(CC(=O)c2[nH]c(C)c(C(=O)OCC)c2C)C1=O (stereo not given)	-6	1	4	1.1	1690	1	-11	4	1.1	-6

Shown with two lines to a compound: four of the compounds above.
Each structure is followed by: TNAP inh no acc | HMGR II inh | PPARg SRC2 recr | bIAP act | TR-FRET SRC-2 ct | PPARg SRC3 recr | bIAP inhibitor | PPARg SRC-1 ag | TNAP act hi DEA | TNAP inh hiacc
- Fc1ccccc1CNC(=S)Nc1ccc(Cl)cc1
  -82 | -1 | 0 | 1 | 1682 | 2 | 2 | 8 | 1 | -2
- COc1cccc(C(CC(=O)NCC2CCCO2)NS(=O)(=O)c2ccc(C)cc2)c1OC (stereo not given)
  -6 | -2 | 9 | 1 | 1603 | 3 | -4 | -4 | 1 | -2
- Cc1ccc(-n2nc3c(c2NC(=O)c2ccc(OC(C)C)cc2)CS(=O)C3)cc1 (stereo not given)
  -7 | -3 | -5 | 1.1 | 1557 | -15 | -10 | 3 | 1 | 1
- CCCC1(c2ccccc2)NC(=O)N(CC(=O)c2[nH]c(C)c(C(=O)OCC)c2C)C1=O (stereo not given)
  -6 | 1 | 4 | 1.1 | 1690 | 1 | -11 | 4 | 1.1 | -6

Other compounds:
SMILES	TNAP inh no acc	HMGR II inh	PPARg SRC2 recr	bIAP act	TR-FRET SRC-2 ct	PPARg SRC3 recr	bIAP inhibitor	PPARg SRC-1 ag	TNAP act hi DEA	TNAP inh hiacc
O=C(NCCCn1ccnc1)C1CC(c2cccc(Br)c2)=NO1 (stereo not given)	-6	2	14	0.9	1420	-11	8	-3	1	-5
Cc1c(/C=N\NC(=O)c2csc3ccccc23)cnn1C	-5	-2	-3	1	1444	3	2	6	1	-3
O=S(=O)(c1ccc2c(c1)oc1ccccc12)N1CCOCC1	-8	1	-1	1	1515	-6	2	-6	1	0
CCCc1cc(=O)[nH]c(SCC(=O)c2ccc(S(=O)(=O)N3CCCC3)cc2)n1	-9	0	6	1	1497	2	-4	4	1.1	-6
Nc1c(C(O)(C(F)(F)F)C(F)(F)F)cc(C(O)(C(F)(F)F)C(F)(F)F)c2ccccc12	-11	-1	-12	0.9	1443	-8	11	-6	1	-2
NC(=O)c1cccc(C(N)=O)n1	-8	-4	-2	1	1261	-2	1	-3	1	0
FC(F)(F)c1cnc2c(-c3ccccc3)n[nH]c2c1	81*	-6	8	1.1	1576	2	-6	4	1	4
COc1ccc(C(CNC(=O)c2ccc3c(c2)C(=O)N(CCC(C)C)C3=O)N2CCOCC2)cc1 (stereo not given)	-2	-5	-1	1.1	1515	0	-8	-11	1	-1
Fc1ccc(-c2cc(-c3ccccc3)nc(-n3cccn3)n2)cc1	-13	-4	-7	0.8	1603	0	17	2	1.1	-8
Cc1ccccc1NC(=O)CC1S/C(=N/c2nccs2)N(C)C1=O (stereo not given)	-19	0	-1	0.9	1595	0	7	1	1	0
CCOc1cc(CO)c(Br)cc1OCC(=O)O	-6	2	1	0.8	1500	5	15	2	1	-2
CCc1nnc(NC(=O)Cc2ccc(OC)cc2)s1	-10	1	1	0.9	1387	-1	6	-1	1.1	-7
NC(=O)c1cc2cc(Cl)ccc2oc1=Nc1cccc(C(F)(F)F)c1	-9	-3	2	1	1419	1	2	5	1	-2
CCC(C)(C)N1CC(=O)N(Cc2ccccc2)C(c2ccc(OC)cc2)C1=O (stereo not given)	-10	-1	9	0.9	1579	2	6	4	1.1	-6
COc1ccc(S(=O)(=O)Cc2ccc(C(=O)N3CCN(c4cccc(C)c4)C(C)C3)o2)cc1 (stereo not given)	7	-10	0	1	1675	-2	3	1	1.1	-6
Cc1cc(NC(=O)CSCc2ccccc2)no1	-2	-5	5	0.9	1527	0	9	-3	1.1	-6
CC(C)(C)CC(=O)NC(=S)NCCc1ccccc1	-13	0	-3	0.7	1642	-8	25	-3	1	-4
CCOC(=O)CN1CC23C=CC(O2)C(C(=O)NCc2ccccc2OC)C3C1=O (stereo not given)	-13	0	-4	0.9	1499	1	12	6	1	-4
COc1ccc(N/C=C/C(=O)C(F)(F)F)cc1	-10	1	6	1	1414	4	4	-1	1.1	-8
CC1(C)CC(NNCCC#N)=CC(=[N+]2CCCC2)C1	-8	-3	-6	1	1662	0	3	7	1	4
COc1cc(/C=N/n2cnnc2)ccc1OCc1ccccc1	-5	-3	-2	1	1503	3	-1	-1	1	-3
CCOC(=O)CC(=O)CSc1nc(N)c(C#N)c(-c2ccc(F)cc2)c1C#N	-15	0	3	1	1426	-2	2	7	1	-4
Cc1cccc2sc(N(CCN(C)C)C(=O)c3cc(Cl)sc3Cl)nc12	3	-5	3	0.9	1520	-1	8	-6	1	4
O=C(C(c1ccccc1)c1ccccc1)N1CCCc2ccccc21	-9	0	2	0.9	1533	1	14	1	1	-2
O=C(c1ccccc1[N+](=O)[O-])N1CCCN(C(=O)c2ccccc2[N+](=O)[O-])CC1	-12	-2	-2	0.7	1590	4	31	4	1	-4
Cc1sc2nc(SCC(=O)NCCOCCO)nc(N)c2c1C	-10	-6	9	1.1	1695	4	-10	5	1	-5
Cc1ccc(CC(=O)N2CCC(c3nc4c(nnn4Cc4ccccc4)c(=O)[nH]3)CC2)cc1	-8	-5	1	1	1776	2	3	4	1	-4
CCOC(=O)C1=C(C)NC(C)=C(C(=O)OCC)C1/C=C/c1ccccc1	-8	-12	7	1	1616	4	3	3	1	-1
O=C(NNc1ccc([N+](=O)[O-])cc1)C1C2CCCCC21 (stereo not given)	-8	-3	1	1	1409	1	1	1	1	-1
O=C(NCCC1=CCCCC1)C1CCCN(S(=O)(=O)c2cnc[nH]2)C1 (stereo not given)	-11	-3	-12	1	1431	-4	1	4	1	-3
CCOC(=O)c1cc2c(=O)n3cccc(C)c3nc2n(C)c1=N	2	-11	5	0.9	1622	1	14	10	1	2
c1ccc(CSc2nnc(-c3c[nH]c4ccccc34)o2)cc1	-6	-4	-4	0.9	1390	2	8	4	1	-5
O=C(O)c1cc2c(N3CCC(Cc4ccccc4)CC3)ncnc2s1	2	0	-3	1.1	1592	6	-14	-3	1	-5
CCOc1ccc(C(C(=O)NC2CCCC2)N(Cc2ccccc2)C(=O)c2nsc(Cl)c2Cl)cc1 (stereo not given)	0	1	-11	0.8	1255	-6	16	-7	1	-4
COc1ccc(OCC2CNC(=O)O2)cc1 (stereo not given)	-2	-2	7	1.1	1695	2	-10	3	1	0
O=C(Nc1ccc(F)cc1)c1cn(-c2ccccc2)nc1-c1ccncc1	5	-1	1	1	1427	-3	1	0	1	1
COc1cccc(/C=C/C(=O)OCC(=O)Nc2ccc(Cl)c(S(=O)(=O)N(C)C)c2)c1OC	-10	-2	-3	1	1672	1	2	3	1	-4
O=C(C1=C(O)C(=O)N(Cc2ccco2)C1c1ccccc1)c1cccs1 (stereo not given)	-3	-7	6	0.9	1848	16	8	10	1	-2
CN=C(Nc1cc(C)nn1-c1ccccc1)c1ccccc1	-18	3	-2	1	1405	0	3	-2	1	3
CCc1cccc(NC(=O)CCSCCC(=O)Nc2cccc(CC)c2)c1	-9	-2	11	0.9	1637	2	7	6	1	-2
COC(=O)COc1cccc(NS(=O)(=O)c2cccc([N+](=O)[O-])c2)c1	-7	1	5	1.1	1653	2	-13	0	1	-2
COc1ccccc1NC(=S)N1CCn2cccc2C1c1cccnc1 (stereo not given)	-9	0	3	0.9	1491	-2	5	-3	1	0
CCOC(=O)c1c(/N=C/C2=C(O)CCCC2=O)sc(C)c1C	13	-3	8	0.8	1553	4	18	-5	1	-5
CCN1CCCC1CNC(=O)Cn1cccc1C(=O)c1ccccc1 (stereo not given)	-10	-4	-1	0.9	1569	-3	6	10	1	-3
CCCCONc1ncnc2nonc12	-5	1	4	0.8	1558	4	18	5	1	0
O=C(NNC(=O)C1CC1)c1ccc(-c2ccccc2)cc1	-12	1	3	1	1339	0	-3	-1	1	-2
O=C(COC(=O)c1ccccc1Nc1ccccc1)NCc1ccccc1Cl	-7	-3	10	0.9	1517	-3	10	9	1	-2
O=C(Nc1ccccc1Cl)C1CCCN(S(=O)(=O)c2ccc(F)cc2)C1 (stereo not given)	-9	-3	0	0.8	1446	-3	17	-1	1	-3
COc1ccc(-c2cc(C(F)(F)F)nc(SCc3cccc(C(=O)O)c3)n2)cc1	-4	1	-13	1	1403	2	0	-9	1	-2
CC(C)(C)NC(=O)C(=O)NN=C1CCCCCCC1	8	-4	0	1.2	1243	0	-17	-5	1	2

(more compounds)
SMILES	TNAP inh no acc	HMGR II inh	PPARg SRC2 recr	bIAP act	TR-FRET SRC-2 ct	PPARg SRC3 recr	bIAP inhibitor	PPARg SRC-1 ag	TNAP act hi DEA	TNAP inh hiacc
COc1ccc(C/C(N)=N/OC(C)=O)cc1OC	-10	-8	1	1.2	1711	0	-17	4	1	-3
COc1ccc(Nc2c3c(nc4c(-c5ccccc5)c(C)nn24)CCC3)cc1	-95	1	-5	1.2	1556	1	-17	0	1	-2
COC(=O)c1cc(Br)c(=O)n(-c2ccccn2)c1	-13	1	-4	0.9	1459	-8	7	6	1.1	-6
O=C(NCc1ccc2c(c1)OCO2)C(=O)NCC1CCCO1 (stereo not given)	-15	-7	-8	0.9	1497	0	6	5	1	-5
COc1ccc(OCC(=O)Nc2cccc(-c3nc4ccccc4o3)c2)cc1	-6	-4	8	0.9	1652	10	14	1	1	-4
COc1ccc(CCNC(=O)CN(CCc2ccccc2)S(C)(=O)=O)cc1OC	-4	-4	5	1	1631	0	-4	5	1	1
O=C(Cn1c(=O)sc2ccccc21)N1CCOCC1	-5	2	0	1	1766	-8	0	5	1	0
CC(C)[C@H](NC(=O)c1ccco1)C(=O)OCC(=O)c1ccc2c(c1)NC(=O)CO2	-12	-6	2	0.9	1679	2	8	13	1	-4
Cc1ccn2cc(C34CC5CC(CC(C5)C3)C4)nc2c1	-10	1	1	1	1598	-4	-4	-2	1	0
